Growth percent in the NCI-60 one-dose screen (48 h, 10 µM unless noted): 100 = growth as untreated, 0 = no growth, -100 = all killed.
NCI/ADR-RES = NCI/ADR-RES ovarian cells. actives 4.4% (n = 81,000). AID 1794790
NCI-H226 = NCI-H226 lung cancer | actives 3.5% (n = 79,000) | AID 1794732
NCI-H460 = NCI-H460 lung cancer; actives 6.8% (n = 82,000); AID 1794736
HCT-15 = HCT-15 colon cancer; actives 5.2% (n = 82,000); AID 1794746
HCT-116 = HCT-116 colon cancer; actives 7.3% (n = 82,000); AID 1794798
NCI-H522 = NCI-H522 lung cancer | actives 8% (n = 78,000)
NCI-H322M = NCI-H322M lung cancer; actives 2.7% (n = 80,000)
COLO 205 = COLO 205 colon cancer; actives 7.3% (n = 79,000); AID 1794742
NCI-H23 = NCI-H23 lung cancer; actives 4% (n = 80,000); AID 1794731
* = called active by the depositor; · = not tested or not shown; & = joins results of further samples. How the source made its calls: active means growth percent below 10; inactive means the rest.

SMILES	NCI/ADR-RES	NCI-H226	NCI-H460	HCT-15	HCT-116	NCI-H522	NCI-H322M	COLO 205	NCI-H23
CCCCCC(O)C1C(=O)OC(C)C(O)/C=C/C=C/C=C/C=C\C=C(\C)C(O)CC(O)CC(O)CC(O)CC(O)CC(O)CC1O (stereo not given)	106&103	107&97	117	105&54	98&107	114&75	130&100	102&109	99&95
CS(=O)(=O)Nc1cc(-c2ccc3ncc(C#N)c(NCc4ccccc4)c3c2)cnc1Cl	24	-9.6*	3.0*	8.2*	4.1*	·	17	6.5*	0.3*
COc1cc(/C=C(\OC(C)=O)c2ccc3c(c2)OCO3)cc(OC)c1OC	83	96	108	93	102	73	94	100	92
Cc1cccc(C)c1Nc1nnc(-c2ccc(N(C)C)cc2)s1	108	100	108	101	92	77	97	103	100
Cc1cc2n(n1)-c1ccc(C#N)cc1Oc1ccc(Cl)cc1-2	70	86	97	64	58	51	89	78	67
Nc1ccc(S(=O)(=O)NCCO)cc1[N+](=O)[O-]	105	101	111	104	108	103	107	119	98
Cc1ccc(S(=O)(=O)/C(C#N)=C/n2ccc(=O)[nH]c2=S)cc1	106	99	101	107	94	82	106	106	98
CN(C)Cc1cc(Br)c(O)c(Br)c1	99	100	102	97	98	93	·	106	100
O=C1CC(N2C(=O)/C(=C/C=C/c3ccccc3)SC2=S)C(=O)N1c1ccc(Br)cc1 (stereo not given)	89	97	99	88	60	90	96	98	75
COC(=O)C1CCCNOC12CCCCC2 (stereo not given)	107	100	114	108	100	99	100	105	103
CCCCC(c1ccccc1)c1ccccn1 (stereo not given)	114	93	98	95	97	101	99	143	105
CS(=O)(=O)c1ccc(C(=O)N2N=C(c3ccccc3)CC2c2ccccc2)cc1 (stereo not given)	104	89	102	106	96	82	98	107	103
COc1ccccc1OCC(=O)Nc1nc2ccccc2[nH]1	100	93	98	93	93	63	103	123	97
COc1ccc2[nH]c(=O)c(O)c(-c3cccc(O)c3)c2c1	102	102	109	100	103	93	97	105	98
COc1cc(NCc2ccc3nc(N)nc(N)c3c2C)cc(OC)c1OC (tested in a mixture with another compound)	32	48	14	26	21	22	52	40	16
CC(=O)N1N=C(c2ccc(-n3ccc(C(F)(F)F)n3)c(F)c2)CC1c1ccc[nH]1 (stereo not given)	104	106	103	99	103	77	110	122	100
CCn1nccc1NC(=O)C(=O)c1c[nH]c2cccc(OC)c12	98	85	101	91	100	83	106	113	90
COC(=O)C1(CC(=O)c2cccs2)NC(=S)NC(=O)C1C#N (stereo not given)	104	91	119	103	111	107	104	126	100
O=C(CCN1CCOCC1)Nc1ccc(Cn2nnc3c2C(=O)c2nnn(Cc4ccc(NC(=O)CCN5CCOCC5)cc4)c2C3=O)cc1	109	87	13	94	-16*	-29*	10	-74*	-21*
COc1ccc2c(c1)c(-c1cc3nc(-c4cn(C)c5ncccc45)cc(N)n3n1)cn2C	9.5*	-17*	-26*	-58*	-89*	-78*	-8.3*	-74*	0.2*

Molecules shown so far with an aryl methoxy group (six):
SMILES	NCI/ADR-RES	NCI-H226	NCI-H460	HCT-15	HCT-116	NCI-H522	NCI-H322M	COLO 205	NCI-H23
COc1cc(/C=C(\OC(C)=O)c2ccc3c(c2)OCO3)cc(OC)c1OC	83	96	108	93	102	73	94	100	92
COc1ccccc1OCC(=O)Nc1nc2ccccc2[nH]1	100	93	98	93	93	63	103	123	97
COc1ccc2[nH]c(=O)c(O)c(-c3cccc(O)c3)c2c1	102	102	109	100	103	93	97	105	98
COc1cc(NCc2ccc3nc(N)nc(N)c3c2C)cc(OC)c1OC (tested in a mixture with another compound)	32	48	14	26	21	22	52	40	16
CCn1nccc1NC(=O)C(=O)c1c[nH]c2cccc(OC)c12	98	85	101	91	100	83	106	113	90
COc1ccc2c(c1)c(-c1cc3nc(-c4cn(C)c5ncccc45)cc(N)n3n1)cn2C	9.5*	-17*	-26*	-58*	-89*	-78*	-8.3*	-74*	0.2*

Additional structures follow:
SMILES	NCI/ADR-RES	NCI-H226	NCI-H460	HCT-15	HCT-116	NCI-H522	NCI-H322M	COLO 205	NCI-H23
CCN(CC)Cc1cc(NC(C)=O)ccc1O	102	86	91	102	107	90	104	108	101
NC(=O)Nc1cccc(Cl)c1	102	101	103	109	102	83	87	109	97
CCn1c(Sc2nnc(NC(=O)CCN3CCCCC3)s2)nc2c1c(=O)n(C)c(=O)n2C	113	115	111	104	105	92	105	·	107
CC1=C/C(=C(\c2cc(C)c(O)c(Br)c2)c2ccccc2S(=O)(=O)O)C=C(Br)C1=O	103	103	107	102	116	·	121	99	99
CCOC(=O)c1ccccc1OCC	107	98	108	101	107	99	103	104	97
CCN1CCN(C(=O)[C@]23CC[C@@H](C)[C@H](C)[C@@H]2C2=CC[C@@H]4[C@@]5(C)C/C(=C/c6ccco6)C(=O)C(C)(C)[C@@H]5CC[C@@]4(C)[C@]2(C)CC3)CC1	74	69	65	66	40	71	87	73	78
COc1cccc(COc2ccc(/C=C3\Oc4cc(O)ccc4C3=O)cc2)c1	25	51	27	42	1.7*	36	89	113	47
CCOC(=O)C(C)(C)N	99	116	102	95	95	64	96	106	96
CCN1CCN(c2c(C(=O)c3ccccc3)cnc3cc(OC)c(OC)cc23)CC1	79	·	109	80	64	100	92	97	87
c1ccc2nc3c(nc2c1)[nH]c1ccccc13	96	86	95	·	82	86	102	111	82
CN(C)C	·	97	103	101	98	102	116	120	99
C=CNC(=O)C(=O)c1ccccc1NC(C)=O	102	106	100	100	99	94	97	112	91
C[C@@H]1OC(=O)c2c(O)cccc2[C@@H]1O	110	102	101	99	99	·	99	112	105
C(=Nc1ccc(N2CCN(c3ccccc3)CC2)cc1)c1ccccn1	92	122	117	95	94	81	99	89	95
COC(=O)CCC1=C(C)/C(=C/c2[nH]c(-c3ccc[nH]3)cc2OC)N=C1C	15	24	6.0*	·	-62*	-67*	27	12	8.1*
N#C/C(=C\c1ccc(Cl)s1)c1cc2ccccc2[nH]1	94	89	93	86	79	74	96	99	82
CSC1=Nc2c(c(C)c(C)n2CCCC(=O)NCCc2cnc[nH]2)C2=NC(=O)CN12	110	106	101	109	96	83	111	132	103
O=C1/C(=C/c2ccc([N+](=O)[O-])s2)Oc2cc(Cl)ccc21	24	81	1.6*	0.6*	-18*	-78*	·	-28*	15
N#Cc1c(-c2ccco2)nc(N2N=C(c3ccccc3)CC2c2ccccc2)[nH]c1=O (stereo not given)	103	98	107	96	91	82	85	108	82
COc1ccc(C2CC(c3ccc4ccccc4c3)=NN2c2nc(O)c(C3=c4cc(Cl)ccc4=NC3=O)s2)cc1 (stereo not given)	59	-73*	-20*	-33*	·	-82*	-30*	-79*	-41*

Shown with values under each structure: part of the list above
The line under a structure holds: NCI/ADR-RES	NCI-H226	NCI-H460	HCT-15	HCT-116	NCI-H522	NCI-H322M	COLO 205	NCI-H23
N#C/C(=C\c1ccc(Cl)s1)c1cc2ccccc2[nH]1
→ 94	89	93	86	79	74	96	99	82
C[C@@H]1OC(=O)c2c(O)cccc2[C@@H]1O
→ 110	102	101	99	99	·	99	112	105

The results go on:
SMILES	NCI/ADR-RES	NCI-H226	NCI-H460	HCT-15	HCT-116	NCI-H522	NCI-H322M	COLO 205	NCI-H23
Cc1ccnc(Nc2nc3c(s2)C2=CC[C@H]4[C@@H]5C[C@@H]6O[C@]7(CC[C@@H](C)CO7)C(C)[C@@H]6[C@@]5(C)CC[C@@H]4[C@@]2(C)CC3)c1 (stereo not given in full)	102	72	92	94	88	73	96	71	·
O=C(NNC(=O)c1ccncc1)Nc1cc(Cl)ccc1Cl	96	87	106	101	87	85	87	114	83
C=C1C(=O)O[C@H]2[C@H]1CC/C(COC(=O)CCCCCC(=O)OC/C1=C/CC[C@@]3(C)O[C@H]3[C@H]3OC(=O)C(=C)[C@@H]3CC1)=C\CC[C@@]1(C)O[C@@H]21	47	52	76	0.6*	-37*	-72*	86	-38*	9.2*
CN1C(=O)CS/C1=N\S(=O)(=O)c1ccc(NNc2c3ccccc3cc3ccccc23)cc1	90	82	93	90	79	·	96	102	83
O=C(N/N=C/c1c[nH]c2ccccc12)Nc1ccccc1Cl	-9.9*	20	2.0*	7.7*	-13*	-42*	42	-40*	1.5*
Cc1ccc(NS(=O)(=O)c2ccc(Nc3ncc4c(n3)CCCC4=O)cc2)cc1	98	86	97	93	80	77	105	105	83
Cc1ccc(-n2nc(C(=O)NCCCCC(=O)O)nc2-c2ccccc2)cc1	113	94	106	104	103	93	107	122	103
O=C(O)c1cn(CC2CC2)c2cc(N3CCN(c4nccc(-c5nccs5)n4)CC3)c(F)cc2c1=O	50	91	104	93	92	93	104	110	97
CCC(C)NCC(=O)O (stereo not given)	110	93	108	88	100	79	118	107	108
CC1(C)CC(=O)C2=C(C1)N(CCc1ccc(S(N)(=O)=O)cc1)C1=C(C(=O)CC(C)(C)C1)C2c1ccccc1[N+](=O)[O-]	100	80	105	105	96	89	97	103	100
COc1ccc(-c2cc(C(=O)N=Nc3c(O)[nH]c4ccc(F)cc34)c3ccccc3n2)cc1	62	68	44	22	40	71	76	103	44
CC(C)SCCCC(=O)O	91	99	102	105	97	99	100	116	90
NC(CSC1(c2ccccc2)c2ccccc2-c2ccccc21)C(=O)O (stereo not given)	97	103	104	98	102	93	·	106	91
Cn1cc(-c2cc(N)n3nc(-c4cn(C)c5ncc(Br)cc45)cc3n2)c2cc(Br)cnc21	15	78	-66*	-77*	-76*	51	69	12	-31*
Fc1ccc(Nc2nc3nonc3nc2Nc2ccc(F)cc2)cc1	4.0*	15	1.6*	6.2*	·	-24*	1.3*	-80*	2.8*
O=C1CCC(Sc2ccccc2)N1 (stereo not given)	102	112	102	100	98	100	107	110	102
O=C1S/C(=C\c2ccc(Cl)cc2)C(=O)N1Cc1cc(=O)oc2ccc(Cl)cc12	104	112	109	106	101	90	90	116	97
CCN(CC)c1cc2c(cc1Br)-c1ccccc1C2=O	96	77	101	75	92	51	77	94	86
FC(F)(Cl)C(F)(F)Cl	121	96	113	105	111	110	109	137	·
NS(=O)(=O)c1ccc(Nc2ccnc(SCC(=O)c3ccccc3)n2)cc1	101	93	107	106	98	89	111	112	94
COC(=O)c1cc(=O)n(Cc2ccco2)c(=Nc2ccccc2)s1	91	·	96	76	69	82	104	110	98
O=C1Nc2ccccc2C12C=C(c1ccccc1)Nc1c2c(-c2ccccc2)nn1-c1ccccc1 (stereo not given)	66	97	37	53	49	69	83	81	84
Cc1ccc(-c2cc(O)c(C(=O)N3CCOCC3)s2)cc1	100	105	100	98	105	82	100	99	96
CC(=O)Oc1ccc(OCc2ccccc2)cc1	94	97	108	102	92	78	103	108	102
CN1C([C@@H]2C[C@@H]3C(=O)N(c4ccccc4)C(=O)[C@@H]3c3ccoc32)=CC2C=CC=CC21 (stereo not given in full)	94	87	101	98	104	91	95	108	99
COc1cc2ncnc(Nc3ccc(OCc4cccc(F)c4)c(Cl)c3)c2cc1NC(=O)C1CCCC1	72	76	89	80	83	50	34	97	95
CC(=O)Nc1c(Cl)cc2c(c1Cl)Cc1c-2cc(Br)c(N)c1Br	93	99	90	86	51	96	·	113	109
CCNc1nc2c(ccc3c(C)c(CC)c(=O)oc32)o1	98	97	103	102	103	99	105	131	94
N#Cc1cnc(OC2CCOC2)nc1-n1cnc2ccccc21 (stereo not given)	98	118	109	96	93	91	92	108	103
CCCC1C(=O)N2C(N(C)C)=Nc3ccc(C)cc3N2C1=O (stereo not given)	98	85	99	97	100	82	93	116	91
CC(C)(C)c1ccc(C(=O)n2c(=S)oc3ccc(Cl)cc32)cc1	107	97	124	101	103	92	104	121	100
Cn1ccc2cc(NC(=O)Cn3cc(CN4CCCCC4)nn3)ccc21	116	100	108	111	102	89	110	119	110
CC(C)(C)CC(C)(C)NCC(O)COc1ccc2c(c1)CCC2 (stereo not given)	83	·	84	92	56	92	85	82	90
CCN(CC)c1ccc(/C=C2\SC(=S)N(C3CC(=O)N(c4ccc(Cl)cc4)C3=O)C2=O)cc1 (stereo not given)	99	79	102	90	93	83	106	104	95
CN(C)c1cnccn1	89	85	94	88	97	46	114	·	92
NC(N)=N/N=C\c1ccnc2ccccc12	97	107	106	101	91	·	88	105	97
Cc1cc(C)n(-c2nnc3n2N=C(c2ccc(-c4ccccc4)cc2)CS3)n1	35	68	45	36	42	29	71	40	76
FC(F)(F)c1ccc(-c2ncc(-c3ccc(C(F)(F)F)cc3)c(N3CCC4(CC3)OCCO4)n2)cc1	95	97	99	97	93	74	80	95	96
COc1cccc(NC(=O)c2sc3nc4c(cc3c2N)CN(Cc2ccccc2)CC4)c1C	85	81	90	99	92	81	88	108	86
CC(C)(C)COC(=O)c1ccccc1	108	106	105	128	110	·	133	121	103

Full records from above. Order of screens: NCI/ADR-RES, NCI-H226, NCI-H460, HCT-15, HCT-116, NCI-H522, NCI-H322M, COLO 205, NCI-H23
CN1C([C@@H]2C[C@@H]3C(=O)N(c4ccccc4)C(=O)[C@@H]3c3ccoc32)=CC2C=CC=CC21 (stereo not given in full) across the screens: 94, 87, 101, 98, 104, 91, 95, 108, 99
COC(=O)c1cc(=O)n(Cc2ccco2)c(=Nc2ccccc2)s1 across the screens: 91, ·, 96, 76, 69, 82, 104, 110, 98

Other results.
SMILES	NCI/ADR-RES	NCI-H226	NCI-H460	HCT-15	HCT-116	NCI-H522	NCI-H322M	COLO 205	NCI-H23
N#C/C(=C/c1cc([N+](=O)[O-])ccc1Cl)C(N)=O	98	94	110	83	10.0*	88	97	117	98
Nc1[nH]c(=S)nc2oc(-c3ccccc3)c(-c3ccccc3)c12	99	107	113	97	101	95	105	121	95
CC(=O)Oc1ccccc1C(=O)Oc1ccc(C(=O)/C=C/c2ccncc2)cc1	63	63	36	-4.8*	-28*	59	67	40	37
CN(C)CCCNC(=O)c1cc(NC(=O)c2cc(NC(=O)c3cc(NC(=O)c4nccn4C)cn3C)cn2C)cn1C	107	106	117	105	104	94	100	110	105
Cc1nc(Cl)nc(N(C)c2ccccc2)c1[N+](=O)[O-]	109	105	105	96	102	51	112	108	99

Outcome played no part in choosing rows. About 13% of those tested had a hit in this group.
